Screening data from PubChem BioAssay.
PTAP TSG101 blk = blocks PTAP/TSG101 interaction to inhibit HIV-1 budding; Q99816; Fluorescence polarization, FITC-PTAP peptide / Tsg101 binding; 340,000 tested, under 10 active; Potency, µM (series often up to 115 µM), for inactives: at the top dose activity change, negative = inhibition, hits mostly inhibitors; active = well fitted inhibition curve with a large enough effect in the main read-out, with a control signal flat, not every such curve was filed as active; inconclusive = small, poorly fitted or top-dose-only effect, or effect the other way, or a change in a side signal; inactive = no such curve, though single readings can be large or run the other way; also: potency is read from the fitted curve at half-maximal effect; % of control where 0% means no effect
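Compounds were pin-transferred onto Tsg101 binding domain (10 uM final) in HEPES pH 7.5 buffer, then FITC-PTAP peptide was added at 50 nM final. After 20 min at RT, polarization reported peptide displacement across a qHTS concentration series.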
p53 reactivator = restores transcriptional activity of mutant p53; H1299 p53-A138V BP100-luciferase reporter, luminescence, 24 h; Potency, µM (series often up to 92.2 µM), inactives show at the top dose activity change, positive = activation, usual class: activators; 320,000 compounds, 0.063% hits; AID 504706; also: potency is read from the fitted curve at half-maximal effect; % of control where 0% means no effect; nearly all actives have a fitted effect of over 45% in size
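H1299 (p53-null), stable ts p53-A138V + BP100-Luc; 1000 cells/well, Opti-MEM/10% FBS; cpd 4 pt, 1:5; 24 h, 37 deg C, 5% CO2; detection reagent 10 min RT; luminescence.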
Eya2 phos inh = Eya2 (human) phosphatase inhibition; O00167; recombinant Eya2, OMFP fluorescence dephosphorylation (OMFP is methylfluorescein phosphate); Potency, µM (top dose mostly 76.9 µM), for the others: at the highest dose activity, negative = inhibition, usual class: inhibitors; 330,000 compounds, 0.006% hits; also: potency is read from the fitted curve at half-maximal effect; % is scaled to controls: 0 for no effect and ±100 for the full control effect
Target sequence (O00167 whole entry, looked up): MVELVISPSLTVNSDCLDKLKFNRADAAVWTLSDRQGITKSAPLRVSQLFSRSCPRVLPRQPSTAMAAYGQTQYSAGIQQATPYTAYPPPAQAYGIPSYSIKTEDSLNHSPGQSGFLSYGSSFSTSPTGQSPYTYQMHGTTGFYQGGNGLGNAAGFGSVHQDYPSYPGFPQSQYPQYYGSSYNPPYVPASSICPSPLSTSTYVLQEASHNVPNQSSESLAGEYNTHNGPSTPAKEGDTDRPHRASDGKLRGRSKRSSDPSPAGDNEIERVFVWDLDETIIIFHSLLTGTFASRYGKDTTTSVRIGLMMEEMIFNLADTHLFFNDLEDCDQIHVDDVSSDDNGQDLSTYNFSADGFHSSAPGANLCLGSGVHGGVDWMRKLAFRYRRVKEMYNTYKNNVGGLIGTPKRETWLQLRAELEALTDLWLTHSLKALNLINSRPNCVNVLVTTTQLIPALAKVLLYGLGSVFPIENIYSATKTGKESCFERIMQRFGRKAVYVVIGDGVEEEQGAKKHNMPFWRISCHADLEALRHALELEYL
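Eya2 (0.2 uM) preincubated 10 min at ambient with compound, then OMFP substrate added at 50 uM; 10 min reaction in 50 mM HEPES pH 7.5, 50 mM NaCl, 5 uM MgCl2, 0.05% BSA, 1 mM DTT. Fluorescence read at Ex 485/Em 525 nm.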
BRCA1 expr up = increases BRCA1 expression; MCF7-BRCA1-FFLuc reporter, luminescence, 48 h; response scale: scaled: vehicle 0%, 10 µM genistein 100%; Potency, µM (top dose mostly 46.1 µM), for inactives: at the highest dose activation, usual class: activators; 380,000 compounds, 1.1% hits; AID 624202; also: potency is read from the fitted curve at half-maximal effect; nearly all actives have a fitted effect of over 80% in size; some results filed as inactive show a strong effect at the top dose
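First, MCF7-BRCA1-FFLuc cells (2000/well) attach for 2 h; next, compounds are pin-added and incubated 48 h at 37 °C; finally, luciferase reagent is added and luminescence read after 15 min.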
Integrin act MD = activators of alpha7 integrin expression for muscular dystrophy; 350,000 compounds, 0.064% hits; AID 624291; Potency, µM (titrated, usually from 38.3 µM), inactives show at the top dose activation, actives largely listed as activators; alpha7betagal myoblasts, beta-gal FDG fluorescence, 48 h;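 also: potency is read from the fitted curve at half-maximal effect; 100% = response of the positive control SU9516; nearly all actives have a fitted effect of over 60% in size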
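alpha7betagal+/- myoblasts (passage 13, 250/well) treated 48 h at 37C with compounds at 1:260 dilution of DMSO stock. Lysed, then beta-galactosidase activity read as FDG fluorescence (ex 480/em 540) after 30 min, with pre-read for autofluorescence.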
TRPV1 agonist = agonists of human vanilloid receptor 1 (TRPV1) | TRPV1-expressing cells, Fluo-8 calcium influx, agonist mode | activation, % at 8.33 µM | 320,000 compounds, 0.19% hits; in the data active = activation above about 80%; inconclusive = between about 30% and that limit; also: 0% is about no effect
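Fluo-8 calcium influx in TRPV1-expressing cells, kinetic read (ex 480/em 520 nm). Compound added and read 3 min for agonist activity, followed by capsaicin at EC20 final and 2 min further read for enhancement.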
B2AR arrestin = recruits beta-arrestin to the human beta2-adrenergic receptor | P07550 | beta-arrestin recruitment to beta2AR, cell-based reporter | Potency, µM (series often up to 46.1 µM), for inactives: top-dose activation, most hits filed as activators | 330,000 compounds, 0.02% hits;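 also: potency is read from the fitted curve at half-maximal effect; 0% = DMSO controls and full agonism = EC100 isoproterenol or metaproterenol; nearly all actives have a fitted effect of over 65% in size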
Target sequence (P07550 whole entry, looked up): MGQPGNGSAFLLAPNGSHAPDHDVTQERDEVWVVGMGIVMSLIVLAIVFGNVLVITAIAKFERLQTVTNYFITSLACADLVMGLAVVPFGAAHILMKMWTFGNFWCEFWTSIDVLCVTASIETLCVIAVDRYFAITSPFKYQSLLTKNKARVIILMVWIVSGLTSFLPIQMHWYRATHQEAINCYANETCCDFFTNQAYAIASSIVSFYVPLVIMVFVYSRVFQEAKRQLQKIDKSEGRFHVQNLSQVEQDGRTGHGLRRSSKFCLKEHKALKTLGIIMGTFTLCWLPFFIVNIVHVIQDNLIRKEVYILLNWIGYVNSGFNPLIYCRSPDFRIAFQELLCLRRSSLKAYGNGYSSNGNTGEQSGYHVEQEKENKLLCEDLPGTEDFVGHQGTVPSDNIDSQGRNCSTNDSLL
ELG1 genotoxic = induces genotoxicity in HEK293T cells with luciferase-tagged ELG1 | HEK293T ELG1-luciferase reporter, luminescence, 16 h | Potency, µM (titrated, usually from 46 µM), without a hit: at the top dose activity change, positive = activation, usual class: activators | 330,000 compounds, 1.3% hits; also: potency is read from the fitted curve at half-maximal effect; % of control where 0% means no effect; nearly all actives have a fitted effect of over 60% in size
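Genotoxic stress is detected as increased luminescence from luciferase-tagged ELG1 in HEK293T cells, measured with ONE-Glo after a 16 hr treatment at 37 °C.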
ASM inhibitor = inhibitors of human secretory acid sphingomyelinase; P17405; placental ASM, HMU-PC fluorogenic substrate, 60 min; Potency, µM (titrated, usually from 57.5 µM), for the others: at the top dose activity change, negative = inhibition, actives largely listed as inhibitors; 340,000 compounds, 0.006% hits; AID 504937; also: potency is read from the fitted curve at half-maximal effect
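Fluorescence read-out (Ex 386 nm, Em 447 nm) after stopping the reaction at pH 10. Enzyme: ASM from human placenta; substrate HMU-PC0, 9 uM final; 60 min, 37 °C. Compound preincubation 10 min, ambient temperature.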
uPA generation = inhibitors of cell surface uPA generation | cell surface uPA generation assay, qHTS | Potency, µM (top dose mostly 38.3 µM), for the others: at the highest dose activity change, negative = inhibition, usual class: inhibitors | 330,000 compounds, 0.31% hits | AID 540303; active = well fitted inhibition curve with a large enough effect; inconclusive = small, poorly fitted or top-dose-only effect; inactive = no such curve, though single readings can be large or run the other way; tested in mouse RAW 264.7 cells; also: potency is read from the fitted curve at half-maximal effect; % is scaled to controls: 0 for no effect and ±100 for the full control effect; nearly all actives have a fitted effect of over 55% in size
USP2a inh = inhibitors of human ubiquitin-specific protease USP2a; Potency, µM (highest dose often 38.3 µM), inactives show top-dose activity change, negative = inhibition, most hits filed as inhibitors; USP2 core, Ub-CHOP2 coupled fluorogenic reporter, 485/531; 330,000 compounds, 0.01% hits; O75604;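 also: potency is read from the fitted curve at half-maximal effect; plate controls were DMSO wells for no effect and full inhibition by NEM control for full effect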
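USP2 core (10nM final) preincubated 30min RT with compound in 20mM Tris-HCl pH 8.0, 2mM CaCl2, 2mM beta-mercaptoethanol, 0.05% CHAPS; 25nM Ub-CHOP2 plus 25nM reporter substrate added, fluorescence (Ex485/Em531) read after 60min.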
Active calls of the source: *; ? = inconclusive; / = not tested or not shown; & = joins results of further samples; [ ] = remark or other dose. Unless noted, calls follow the shape of the dose curve; as a rule, active = well fitted curve in the direction sought with a large enough effect; inconclusive = small, poorly fitted or top-dose-only effect, or another doubt; inactive = no such curve, though single readings can be large; an effect the other way counts as inactive or inconclusive. Outcome played no part in choosing rows; overall some 2.6% were active at least once.

SMILES | PTAP TSG101 blk | p53 reactivator | Eya2 phos inh | BRCA1 expr up | Integrin act MD | TRPV1 agonist | B2AR arrestin | ELG1 genotoxic | ASM inhibitor | uPA generation | USP2a inh
CC(=O)c1c(C)[nH]c(C(=O)COC(=O)c2ccc(Cl)nc2)c1C | -3% | 4% | 4% | 4% | 17% | 3 | -0.1% | 0% | -1% | 7% | 2%
Cc1n[nH]c(=O)c2c1nnn2Cc1ccccc1Cl | -5% | -7% | 3% | 1% | -3% | -1 | 0.1% | 1% | 2% | 1% | 2%
COc1ccc(CCNC(=O)Cn2cnc3sc(C)c(-c4ccc(F)cc4)c3c2=O)cc1OC | -1% | -3% | -8% | -20% | -6% | 9 | -0.1% | -3% | 5% | 5% | 0%
C/C(=N\NC(=O)c1c(Cl)c(C)nn1C)c1ccc(NC(=O)COc2ccc(Cl)cc2C)cc1 | -10% | 5% | 0% | -29% | -3% | -1 | 0.0% | 6% | -5% | 0% | 0%
CC(C)(C)c1nnc(N/N=C/c2ccc(Br)cc2)n(N)c1=O | -3% | 6% | -2% | 65% | -7% | 5 | -0.6% | -1% | -3% | -3% | 4%
Cn1c(SCC(=O)Nc2nc3c(s2)CCCC3)nnc1-c1ccccc1 | -6% | -14% | 7% | 13% | -3% | -4 | -0.3% | 0% | -2% | / | -8%
O=c1c(F)cn(C2CCCO2)c(=O)n1Cc1ccc(Cl)cc1 (configuration not stated) | -4% | 2% | 0% | 23% | -13% | 2 | -0.1% | 0% | -1% | 14% | 1%
CC1CCCCC1NC(=O)COC(=O)/C=C/c1ccc2c(c1)OCO2 (configuration not stated) | 0% | -1% | -2% | -8% | -3% | -8 | -0.7% | 2% | 4% | 3% | 4%
CCc1cc(C(=O)N2CCCC(C(=O)c3ccc(OC)c(F)c3)C2)n(C)n1 (configuration not stated) | -6% | -6% | 0% | -7% | -22% | 3 | 0.1% | -4% | -1% | -7% | 2%
COc1ccc(NC(=S)NCCN2CCC(C)CC2)cc1Cl | -1% | 4% | -9% | -6% | -25% | 0 | -0.7% | -9% | 3% | -2% | -1%
Cc1ccc(-c2csc(=S)[nH]2)cc1 | 1% | 2% | -1% | 45% | 23% | 1 | -0.6% | ? | -2% | 7% | -1%
COc1cc2cnc(-c3ccsc3)cc2cc1OC | -4% | -1% | 0% | -41% | -20% | / | 3.5% | 8% | 9% | ? | 2%
COc1ccc(S(=O)(=O)N(C)CC(=O)NCc2ccccc2)cc1OC | -4% | -3% | -14% | -1% | 22% | 3 | 0.3% | 1% | 0% | -3% | 2%
CCN1C(=O)C(CC(=O)Nc2c(C)cccc2C)SC1=Nc1ccc(S(N)(=O)=O)cc1 (configuration not stated) | -12% | -14% | -9% | -24% | 3% | 1 | -0.2% | 3% | 1% | -2% | 2%
Cc1cc(=O)[nH]c2ccccc12 | -4% | -4% | -5% | -2%&-5% | 4% | 0 | -0.2% | 1% | 0% | 2% | -1%
CN1CCN(NC(=O)NC2CCCCC2)CC1 | 1% | -1% | -10% | 5% | ? | 0 | -0.8% | 3% | 3% | 10% | 0%
COc1ccc(NC(=O)c2ccc3c(c2)C(=O)N(CC2CCCO2)C3=O)c(OC)c1 (configuration not stated) | -3% | 5% | 4% | 18% | 1% | 0 | 0.2% | 3% | -1% | 2% | 3%
COc1ccc(S(=O)(=O)Nc2cc3c4c(c2)CC(=O)N4CCC3)cc1 | -3% | -4% | 0% | -32% | -21% | -3 | -0.8% | -2% | 2% | -4% | 3%
COc1ccc(C(=O)CSc2nnc(CN3CCCCC3)n2-c2ccc(F)cc2)cc1 | -2% | 3% | -4% | -37% | -1% | 14 | -0.7% | -5% | 0% | 3% | -2%
Cc1ccccc1OCC(=O)OCC(=O)c1ccc[nH]1 | 0% | -5% | -16% | 5% | -10% | 6 | -0.2% | 4% | 0% | 8% | 1%
COc1ccc(NC(=O)Cn2nnc(-c3ccccc3NC(=O)c3ccco3)n2)cc1 | -3% | 1% | -8%[15.4 µM] | -69% | -30%[inhibitor] | 3 | 0.7% | 15% | 0% | -10% | 3%
N#Cc1c(N)nc2c3c(sc(=N)c2c1N)NC(=O)CC3c1c(F)cccc1Cl (configuration not stated) | -2% | -2% | -19% | -36% | 11% | -3 | -0.2% | -5% | 79%[activator] | -3% | 2%
COc1ccc(-n2c(=O)n(Cc3ccccc3)c(=O)c3[nH]cnc32)cc1 | -11% | 0% | 8% | 4% | -41% | -2 | -1.0% | 2% | 1% | -3% | -3%
O=C(NCC1CCCN(Cc2cccc(OCCO)c2)C1)c1ccc(F)cc1 (configuration not stated) | -3% | 2% | 2% | -3% | 18% | -2 | -0.7% | 0% | 0% | 4% | 2%
COc1ccc(C(=O)Nc2nnc(-c3cccs3)s2)cc1 | 1% | 31% | 2% | -7% | -28% | -6 | -0.1% | 0.52µM* | 15% | -10% | 0%
SMILES | PTAP TSG101 blk | p53 reactivator | Eya2 phos inh | BRCA1 expr up | Integrin act MD | TRPV1 agonist | B2AR arrestin | ELG1 genotoxic | ASM inhibitor | uPA generation | USP2a inh
CCn1c(SCC(=O)NC2CCCC2)nnc1-c1ccccn1 | -5% | / | 0% | -1% | 14% | 1 | 0.1% | -2% | 0% | -7% | -1%
CCCc1cc(C(=O)NCc2ccccc2)no1 | -1% | 13% | -16% | ? | 12% | 25 | -0.3% | 23µM* | 4% | -5% | 1%
Cn1c(NCc2ccco2)nc2c1c(=O)n(Cc1ccc(Cl)c(Cl)c1)c(=O)n2C | 0% | 1% | -5% | -74% | -6% | ? | -0.8% | -8% | -21% | -2% | 1%
CCCc1nc2ccccc2n1CCOC | -7% | 4% | 1% | 39% | 0% | -2 | 0.1% | 14% | 4% | 0% | 2%
COc1ccc(C(=O)C2CCCN(C(=O)c3csc(C(C)=O)c3)C2)c(C)c1 (configuration not stated) | -5% | -3% | 10% | 7% | 13% | 2 | 0.5% | -5% | 2% | 9% | -1%
Cc1ccc(C(=O)Oc2oc(-c3ccco3)nc2C=Nc2ccc(Cl)cc2)cc1 | -1% | ? | 0% | 2µM* | 14% | ? | -0.8% | ? | -2% | -7% | 3%
Cn1c(-c2ccsc2)c(-c2cccs2)c2cc(Br)ccc21 | 0% | ? | -8% | 0% | 0% | -4 | 8.1% | 0% | 7% | -6% | -1%
CC1CCN(C(=O)c2ccc(N3C(=O)C4CCC(C)CC4C3=O)cc2)CC1 (configuration not stated) | -5% | 8% | -17% | -9% | -15% | 16 | 0.2% | 1% | -1% | 0% | -7%
CC(C)NC(=O)N(C)C[C@H]1Oc2c(NC(=O)c3ccc(-c4nccs4)cc3)cccc2C(=O)N([C@@H](C)CO)C[C@H]1C | -5% | -5% | -1% | -31% | 13% | / | 1.1% | 1% | 7% | 2% | -9%
Cc1ccc(NNC(N)=S)cc1Cl | -2% | -4% | 2% | 0% | -44% | 12 | 0.1% | -4% | -1% | -2% | -5%
O=C(CNC(=O)c1ccccc1)Nc1cccc(C(F)(F)F)c1 | 0% | 7% | 1% | 0% | -12% | 7 | -0.3% | 0% | 0% | -1% | 0%
CC1(C)[C@H]2CC=C(CN3CCC(N4CCC(C(=O)N5CCCC5)CC4)CC3)[C@@H]1C2 | -2% | 0% | -9% | 0% | -58%[inhibitor] | 2 | 0.0% | -8% | 2% | -1% | 3%
CN(CCc1ccccn1)C(=O)CCC1CCCN(C(=O)c2c3c(nn2C)CCCC3)C1 (configuration not stated) | 3% | 18% | -6% | -33% | -25% | 0 | -0.8% | -4% | 3% | -3% | -2%
O=C(NNC1=C(C(=O)C(F)(F)F)CCC1)c1ccncc1 | -2% | 6% | 3% | 0% | 4% | ? | -0.3% | 3% | -4% | 3% | 2%
C=CCn1cc(/C=C2/NC(=O)NC2=O)c2ccccc21 | -1% | 3% | 9% | -19% | 0% | 5 | -0.5% | ? | 20% | -1% | -3%
COc1cccc(NC(=O)C2CCC(CNS(=O)(=O)c3cccs3)CC2)c1 (configuration not stated) | -6% | 0% | -5% | -3% | 14% | 8 | 0.2% | -5% | -2% | 1% | 5%
Cc1ccc(C(=O)OCC(=O)N(C)C2CCS(=O)(=O)C2)cc1[N+](=O)[O-] (configuration not stated) | -2% | 8% | -9% | 16% | -6% | 1 | -0.2% | 2% | 2% | 12% | 1%
